Source: PubChem
SIRT5 block = sirtuin-5 (human) deacylase inhibition | Q9NXA8 | Purified SirT5, succinyl-peptide AMC, trypsin-coupled fluorescence | inhibition, % at 15 µM | 330,000 tested, 1.1% active; in the data active = inhibition above about 15%; inconclusive = no clear call, values can overlap the other calls
Target sequence (Q9NXA8 whole entry, looked up): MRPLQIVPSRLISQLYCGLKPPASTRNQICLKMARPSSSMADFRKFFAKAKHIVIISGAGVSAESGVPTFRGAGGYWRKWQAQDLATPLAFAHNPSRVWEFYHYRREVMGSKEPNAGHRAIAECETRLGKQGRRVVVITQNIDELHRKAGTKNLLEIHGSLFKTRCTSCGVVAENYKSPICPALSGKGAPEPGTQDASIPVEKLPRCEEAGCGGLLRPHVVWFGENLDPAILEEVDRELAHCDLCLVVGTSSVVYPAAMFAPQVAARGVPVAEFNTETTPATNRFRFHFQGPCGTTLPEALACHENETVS
miR-122 sensor = inhibitors of miR-122 in Huh7 cells | activation (reporter increase), % at 12.5 µM | Huh7 miR-122 Renilla luciferase sensor, 48 h; neutral wells = 0, positive control = 100 | 340,000 tested, 0.3% active;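 active = mean replicate activation score at least 90 and every replicate individually at or above 90; inconclusive = only one of the two criteria met; inactive = neither criterion met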;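 also: higher luciferase means less miR-122 activity so hits act as miR-122 inhibitors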
ARNT TACC3 PPI = ARNT/TACC3 interaction disruption. 390,000 tested, 0.66% active. AlphaScreen His-ARNT PAS-B/GST-TACC3 binding, luminescence; TACC3 fragment carries E629A point mutation. inhibition, % at 9.99 µM. Q9Y6A5;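 active = mean inhibition of replicates at least 50% and at least half of replicates each reaching 50%; inconclusive = half or more replicates reach 50% but mean below 50%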;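 also: 0% = complete ARNT plus TACC3 wells and 100% = ARNT alone without TACC3; many hits fall short of the cut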
esBAF inh = blocks esBAF chromatin remodeling in mouse ES cells; Bmi1-luciferase knock-in reporter, 24 h; 100% = twice the neutral-well signal; 350,000 tested, 2% active; reporter increase, % at 12.5 µM; in the data active = activation above about 40%; inconclusive = no clear call, values can overlap the other calls;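 also: 0% = median of the plate's neutral control wells and 100% = double that signal; a rise in the Bmi1 reporter signal indicates esBAF inhibition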
ERp5 inh = ERp5 (human) disulfide isomerase inhibition | inhibition, % at 9.99 µM | AID 651711 | ERp5 insulin aggregation, absorbance 650 nm, 90 min | 350,000 tested, 0.05% active;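 active = mean replicate inhibition above about 25%, with every replicate also reaching it, limit read from the data, passing the limit was not always enough; inconclusive = only one of those two criteria met; inactive = neither criterion met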
Target sequence (Q15084 whole entry, looked up): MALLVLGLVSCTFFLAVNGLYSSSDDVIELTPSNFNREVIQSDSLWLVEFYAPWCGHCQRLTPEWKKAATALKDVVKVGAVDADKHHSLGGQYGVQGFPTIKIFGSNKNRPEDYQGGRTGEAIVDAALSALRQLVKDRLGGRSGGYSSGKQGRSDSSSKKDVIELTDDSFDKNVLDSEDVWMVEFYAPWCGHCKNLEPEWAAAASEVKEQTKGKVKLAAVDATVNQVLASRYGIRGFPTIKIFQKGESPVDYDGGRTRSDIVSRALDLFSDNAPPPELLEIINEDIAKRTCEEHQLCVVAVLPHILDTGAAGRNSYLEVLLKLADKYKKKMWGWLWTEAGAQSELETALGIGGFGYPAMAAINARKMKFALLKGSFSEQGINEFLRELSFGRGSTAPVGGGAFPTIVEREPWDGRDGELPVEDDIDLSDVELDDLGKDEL
Cneo AK release = Cryptococcus neoformans lysis via adenylate kinase release. C. neoformans lysis, adenylate kinase release luminescence, 4 h; normalised: neutral wells 0, clomiphene wells 100. lysis activity, % at 15 µM. 360,000 tested, 0.2% active. AID 651654;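 active = mean lysis activity across replicates of at least 80%, whatever share of replicates individually reach that level; inactive = mean lysis activity below 80%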
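Test system: log-phase Cryptococcus neoformans yeast cells. Input: 5 × 10^6 yeast cells/mL. Medium: fresh YPD growth medium. Doses: single dose. Incubation: static 4 h at 37 °C with compound, 1 h detection. Measured by: luminescent adenylate kinase detection reagent. Read-out: signal increase indicating cell lysis. Benchmarks: Clomiphene.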
Statin myotox sup = suppression of simvastatin myotoxicity | C2C12 myotubes + simvastatin, ATP luminescence, 48 h; scaled: DMSO 0, geranylgeraniol control 100 | rescue of ATP level, % at 7.49 µM | 330,000 tested, 0.78% active;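 active = mean ATP rescue above about 67%, or every replicate alone reaching that limit, limit read from the data, passing the limit was not always enough; inconclusive = no clear call, values can overlap the other calls; inactive = mean under the limit and some replicate under it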;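 also: myotubes were challenged with 10 µM simvastatin during compound exposure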
Starred values were filed as active, the others as inactive; & = joins results of further samples; [ ] = dose if it differs, or a comment.

What do the screens show for `Cc1ccc([C@@H]2CC=C(C(=O)O)CN2S(=O)(=O)c2ccc(C)cc2)cc1`?
ARNT TACC3 PPI: -4; esBAF inh: 2; ERp5 inh: 1; Cneo AK release: 2; Statin myotox sup: 4

What do the screens show for `C[C@@H]1CCCCO[C@H](CN(C)C(=O)Nc2ccc(C(F)(F)F)cc2)[C@@H](C)CN([C@H](C)CO)C(=O)c2cc(NC(=O)CCC(F)(F)F)ccc2O1`?
SIRT5 block: -4; miR-122 sensor: 1[16.7 µM]; ARNT TACC3 PPI: -16; esBAF inh: 0; ERp5 inh: -4; Cneo AK release: -2

What do the screens show for `COc1ccc(/C=C(/C#N)C(=O)Nc2ccccc2C)cc1C(=O)O`?
SIRT5 block: 2; miR-122 sensor: -10; ARNT TACC3 PPI: -11; ERp5 inh: 1; Cneo AK release: 1

What do the screens show for `C[C@H]1CN([C@@H](C)CO)C(=O)c2cc(-c3ccc(F)cc3)cnc2O[C@H]1CN(C)Cc1ccc(F)cc1`?
miR-122 sensor: -13[16.7 µM]; esBAF inh: 5; Statin myotox sup: 30

Results for O=C(C[C@@H]1CC[C@@H]2NC[C@@H](O)COC[C@H]2O1)NCCc1ccncc1 ?
miR-122 sensor: 1[16.7 µM]; ARNT TACC3 PPI: 17; esBAF inh: -2; Cneo AK release: -2; Statin myotox sup: 3

What do the screens show for `CC(=O)N1CCN(S(=O)(=O)c2cccc(C(=O)NC3CCCC3)c2)CC1`?
SIRT5 block: -5; miR-122 sensor: 24; esBAF inh: 4; ERp5 inh: 4; Cneo AK release: -1; Statin myotox sup: -3

What do the screens show for `Cc1ccc(O)c(N)c1`?
miR-122 sensor: 0; esBAF inh: -12; Cneo AK release: -7; Statin myotox sup: -2

What do the screens show for `CCOC(=O)c1[nH]c2ccccc2c1NC(=O)CC(C)C`?
SIRT5 block: -6; miR-122 sensor: 1; esBAF inh: -7; ERp5 inh: -4; Cneo AK release: -2; Statin myotox sup: 8

How did Cc1nn(C(C)C(=O)NCc2ccc(Cl)cc2)c(=O)c2cc3occc3n12 (configuration not stated) do in these assays?
SIRT5 block: -2; ARNT TACC3 PPI: 6; esBAF inh: 2; ERp5 inh: 2; Cneo AK release: -1; Statin myotox sup: 17

Results for COc1cc2c(cc1OC)CN(C(=O)c1ccc(OC)c([N+](=O)[O-])c1)CC2 ?
SIRT5 block: 0; ARNT TACC3 PPI: 2; ERp5 inh: -4

What do the screens show for `O=C(NCC1CCOCC1)C1CCC(=O)N(Cc2cccc(C(F)(F)F)c2)C1` (configuration not stated)?
SIRT5 block: 1; miR-122 sensor: -3; ARNT TACC3 PPI: -1; esBAF inh: 5; ERp5 inh: 3; Cneo AK release: 2; Statin myotox sup: 9

How did CCC(CC)C(=O)Nc1cccc(/C(C)=N/NC(=O)c2ccccc2Cl)c1 do in these assays?
miR-122 sensor: 1; ARNT TACC3 PPI: 7; esBAF inh: 1; Cneo AK release: 1; Statin myotox sup: 112*

How did CCCC(=O)Nc1ccc(Cl)c(NC(=S)NC(=O)c2cc3ccccc3o2)c1 do in these assays?
SIRT5 block: 3; miR-122 sensor: 14; ARNT TACC3 PPI: 1; ERp5 inh: 0; Cneo AK release: 0

How did CCn1ncc(/C=C/C(=O)NCc2cnn(C)c2C)c1C do in these assays?
miR-122 sensor: -4; ARNT TACC3 PPI: 0; esBAF inh: 10; Cneo AK release: 25; Statin myotox sup: -1

Results for Cc1cc(C)c(NC(=O)c2ccoc2C)c(C)c1 ?
miR-122 sensor: -12; ARNT TACC3 PPI: 1; esBAF inh: -8; Cneo AK release: 1; Statin myotox sup: 9

Results for Oc1ccc(-c2nc3ccccc3s2)c(O)c1 ?
SIRT5 block: -14; ARNT TACC3 PPI: -22; ERp5 inh: -6

Results for C[C@@H]1CCCCO[C@@H](CN(C)C(=O)c2ccccc2)[C@@H](C)CN([C@H](C)CO)C(=O)c2cc(N(C)C)ccc2O1 ?
SIRT5 block: -6&2&0; miR-122 sensor: 2; ARNT TACC3 PPI: 0&2; esBAF inh: -3&-2&1; ERp5 inh: -2&5&0; Cneo AK release: 0&3&1; Statin myotox sup: 8&-14

What do the screens show for `CCOC(=O)c1c(S(=O)(=O)NCC(=O)Nc2cccc(C)c2C)c(C)n(C)c1C`?
SIRT5 block: 5; miR-122 sensor: 2; esBAF inh: 1; ERp5 inh: 2; Cneo AK release: -3; Statin myotox sup: -1

How did COc1ccc(NC(=O)CSc2nc(-c3ccncc3)nn2CC(=O)N2CCCC2)cc1 do in these assays?
miR-122 sensor: -11; ARNT TACC3 PPI: -1; esBAF inh: -2; Cneo AK release: -1; Statin myotox sup: -26

How did CCC(=O)N1CCc2cc(S(=O)(=O)N3CCN(c4ccccn4)CC3)ccc21 do in these assays?
miR-122 sensor: 1; ARNT TACC3 PPI: -5; esBAF inh: -7; Cneo AK release: 0; Statin myotox sup: -11

How did CN(CC(=O)Nc1ccccc1Br)C(=O)COc1ccc2ccccc2c1 do in these assays?
SIRT5 block: -3; ARNT TACC3 PPI: -8; esBAF inh: 41*; ERp5 inh: 1; Cneo AK release: -3; Statin myotox sup: 8

What do the screens show for `CC(=O)Nc1cccc(-c2nn[nH]n2)c1`?
SIRT5 block: 4; miR-122 sensor: -2; ARNT TACC3 PPI: 5; esBAF inh: -6; ERp5 inh: 5; Cneo AK release: 16; Statin myotox sup: -5

What do the screens show for `C[C@@H]1CN([C@H](C)CO)C(=O)c2cc(NS(=O)(=O)c3ccc(F)cc3)ccc2O[C@H]1CN(C)S(=O)(=O)c1cn(C)cn1`?
SIRT5 block: -3; miR-122 sensor: -3[16.7 µM]; esBAF inh: -2; ERp5 inh: 4; Statin myotox sup: -48

Results for Cc1noc(C)c1S(=O)(=O)Nc1ccc2c(c1)C(=O)N([C@H](C)CO)C[C@H](C)[C@H](CN(C)C)OCCCC[C@H](C)O2 ?
SIRT5 block: -2; miR-122 sensor: 5[16.7 µM]; ARNT TACC3 PPI: -3; esBAF inh: 1; ERp5 inh: 2; Cneo AK release: 1

What do the screens show for `CCOCCOc1cccc(C(=O)NC(C)c2ccc3ccccc3c2)c1` (configuration not stated)?
SIRT5 block: 2; miR-122 sensor: -1; ARNT TACC3 PPI: 3; esBAF inh: -4; ERp5 inh: 1; Cneo AK release: -2; Statin myotox sup: 1

How did C=CCNC(=O)C1(c2ccccc2)CC1(Cl)Cl (configuration not stated) do in these assays?
SIRT5 block: 2; miR-122 sensor: 2; ARNT TACC3 PPI: -5; ERp5 inh: 3; Cneo AK release: 0

How did COCC(=O)N(C)C[C@@H]1Oc2cc(Br)ccc2S(=O)(=O)N([C@@H](C)CO)C[C@@H]1C do in these assays?
SIRT5 block: -5; miR-122 sensor: 17[16.7 µM]; ARNT TACC3 PPI: -20; esBAF inh: 3; ERp5 inh: -6; Cneo AK release: 4; Statin myotox sup: 6

What do the screens show for `CC(=O)OCC(=O)C1(O)CCC2C3CCC4=CC(=O)C=CC4(C)C3C(O)CC21C` (configuration not stated)?
SIRT5 block: -3; miR-122 sensor: -3; ARNT TACC3 PPI: 1; ERp5 inh: 0; Cneo AK release: 0

How did COc1ccc2oc(C(=O)OCC(=O)N3CC(C)OC(C)C3)c(C)c2c1 (configuration not stated) do in these assays?
SIRT5 block: -3; ARNT TACC3 PPI: -3; esBAF inh: -4; ERp5 inh: -4; Cneo AK release: 1; Statin myotox sup: 6

Results for CC(C)(C)c1ccccc1NC(=O)COC(=O)CN1C(=O)NC2(CCCC2)C1=O ?
SIRT5 block: -6; miR-122 sensor: -2; ARNT TACC3 PPI: 3; ERp5 inh: -2; Cneo AK release: 0; Statin myotox sup: -8

What do the screens show for `Cc1nccc(-c2cc(-c3ccc(Cl)cc3Cl)no2)n1`?
SIRT5 block: -1; ARNT TACC3 PPI: -5; ERp5 inh: 4

How did Cc1c(Cl)cccc1NC(=O)CCCn1cnc([N+](=O)[O-])n1 do in these assays?
SIRT5 block: -2; miR-122 sensor: 251*; ARNT TACC3 PPI: -3; esBAF inh: 0; ERp5 inh: -2; Cneo AK release: -1; Statin myotox sup: 11

How did CCOc1ccc(C(=O)N(CC)CC(=O)Nc2ccc3c(c2)OCCO3)cc1 do in these assays?
SIRT5 block: -3; miR-122 sensor: -8; ARNT TACC3 PPI: 1; esBAF inh: inconclusive; ERp5 inh: -1; Cneo AK release: 1; Statin myotox sup: 4

Results for COc1ccc(C(CNC(=O)c2ccc(S(=O)(=O)Nc3ccccc3C)cc2)N2CCOCC2)cc1 (configuration not stated) ?
SIRT5 block: 1; miR-122 sensor: -1; ARNT TACC3 PPI: -15; esBAF inh: 3; ERp5 inh: -4; Cneo AK release: 0; Statin myotox sup: -1

What do the screens show for `C=CCn1c(C)cc(-c2csc(NC(=O)CCc3nc4ccccc4c(=O)[nH]3)n2)c1C`?
SIRT5 block: -5; ARNT TACC3 PPI: 0; esBAF inh: -1; ERp5 inh: -7; Cneo AK release: 0; Statin myotox sup: 6

Results for Cn1cnc(S(=O)(=O)N[C@H]2C=C[C@H](CC(=O)NCC3CCCCC3)O[C@H]2CO)c1 ?
SIRT5 block: 4; ARNT TACC3 PPI: 6; esBAF inh: 0; ERp5 inh: 2; Cneo AK release: 0; Statin myotox sup: -3

What do the screens show for `O=C(CSc1nnc(-c2cccnc2)o1)Nc1nccs1`?
SIRT5 block: -4; miR-122 sensor: 5; ARNT TACC3 PPI: 50*; esBAF inh: 28; ERp5 inh: -5; Cneo AK release: -2; Statin myotox sup: -17

Results for COc1ccc(N(C(=O)c2snc(C(N)=O)c2N)C(C(=O)NC2CCCC2)c2ccco2)cc1OC (configuration not stated) ?
SIRT5 block: 1; ARNT TACC3 PPI: 2; esBAF inh: 6; ERp5 inh: 3; Cneo AK release: -2; Statin myotox sup: 2

How did C[C@@H]1CN([C@@H](C)CO)S(=O)(=O)c2ccc(C#C[C@@H](C)O)cc2O[C@@H]1CN(C)Cc1ccccn1 do in these assays?
SIRT5 block: 0; miR-122 sensor: 3[16.7 µM]; ARNT TACC3 PPI: -2; esBAF inh: 2; ERp5 inh: 4; Cneo AK release: -3; Statin myotox sup: -4

Results for COc1ccccc1CN1CC(C(=O)NCCn2nc(C)cc2C)CCC1=O (configuration not stated) ?
SIRT5 block: -4; miR-122 sensor: -5; ARNT TACC3 PPI: -4; esBAF inh: 2; ERp5 inh: -15; Cneo AK release: 0; Statin myotox sup: 16

How did CSc1ccc(C(O)c2ncc(-c3cccc(OCc4ccccc4)c3)[nH]2)cc1 (configuration not stated) do in these assays?
miR-122 sensor: 0; esBAF inh: -3; ERp5 inh: 0; Cneo AK release: 0; Statin myotox sup: 2

What do the screens show for `O=C(CCNC(=O)c1ccccc1Cl)NN=Cc1ccco1`?
miR-122 sensor: -7; ARNT TACC3 PPI: -2; esBAF inh: -9; ERp5 inh: 4; Cneo AK release: 0; Statin myotox sup: 0

How did COC(=O)CN1C(=O)N/C(=C/c2cc(Cl)c(OC)c(OC)c2)C1=O do in these assays?
SIRT5 block: -1; miR-122 sensor: -1; ARNT TACC3 PPI: 1; esBAF inh: 3; ERp5 inh: 4; Cneo AK release: -5; Statin myotox sup: 0

What do the screens show for `COc1ccc(N2CCN(c3nc(=S)n(-c4ccccc4)c(C)c3C(C)=O)CC2)cc1`?
miR-122 sensor: -6; ARNT TACC3 PPI: 5; esBAF inh: -3; ERp5 inh: -4; Cneo AK release: 1; Statin myotox sup: -10

What do the screens show for `CSc1ccccc1C(=O)OCC(=O)NCCN1C(=O)CSC1=O`?
SIRT5 block: 0; ARNT TACC3 PPI: -4; esBAF inh: -1; ERp5 inh: 10; Cneo AK release: -1; Statin myotox sup: 1
